Screening data as filed in PubChem BioAssay.
XiGFP reactiv = reactivates the inactive X chromosome in mouse fibroblasts. XiGFP mouse fibroblasts, % GFP-positive cells imaging, 3 d; cells co-treated with 5-aza-dC sensitizer; scaled so ellipticine positive control = 100%. activation, % at 7.58 µM. 0.055% of 360,000 active;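 active = mean normalized replicate activation at least 10% and every replicate at or above 10%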;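 also: 0% = median of on-plate neutral control wells and 100% = ellipticine 6 µM median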
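Material: XiGFP fibroblasts, SV40-immortalized; Buffer or medium: DMEM containing 5-aza-dC; Compound dosing: single point; Times: 3 days compound exposure.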
INS-1E GSIS act = GLuc luminescence reporter in INS-1E cells, primary screen for activators of glucose-dependent secretion of insulin. INS-1E GLuc reporter insulin secretion, 2-3 h. activation, % at 16.6 µM. 0.61% of 370,000 active;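 active = lowest replicate activation of at least 40%, so every replicate reaches that level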;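 also: 0% = median of neutral control wells and 100% = median of IBMX positive control wells; some compounds called inactive have numbers as strong as hits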
esBAF inh = inhibitors of esBAF chromatin remodeling in mouse ES cells | Bmi1-luciferase knock-in reporter, 24 h; 100% = twice the neutral-well signal | reporter increase, % at 12.5 µM | 2% of 350,000 active; in the data active = activation above about 40%;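 also: 0% = median of the plate's neutral control wells and 100% = double that signal; a rise in the Bmi1 reporter signal indicates esBAF inhibition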
F508del corr = CFTR F508del correction in bronchial cells. CFBE cells, YFP halide quenching; stimulated with forskolin plus potentiator P3; % fluorescence drop versus neutral controls. activity (quench increase), % at 7.58 µM. 0.36% of 350,000 active. AID 720511;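 active = mean added fluorescence quench of at least 8% versus neutral control, with both replicates also reaching 8%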;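 also: cells transiently co-express mutant CFTR-F508del with the halide-sensitive YFP; corrector assay measuring rescue of mutant channel to the surface after 24 h compound exposure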
RAD54 branch = RAD54 (human) branch migration inhibition; RAD54 Holliday junction branch migration, FAM/BHQ fluorescence; inhibition, % at 10.4 µM; Q92698; AID 602329; 0.14% of 360,000 active;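 active = mean normalized replicate activity at least 40 and at least half of replicates scoring 40 or more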;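 also: 0% = median of neutral control wells and 100% = median of positive control wells; inhibitors cause a drop in the FAM fluorescence signal; in these data hits start at about 50%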
RAD52 inh = inhibitors of human RAD52 DNA annealing; P43351; recombinant RAD52 DNA annealing, FRET fluorescence; inhibition, % at 18.7 µM; 0.46% of 360,000 active;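 active = every replicate showing at least 50% inhibition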
Target sequence (P43351 whole entry, looked up): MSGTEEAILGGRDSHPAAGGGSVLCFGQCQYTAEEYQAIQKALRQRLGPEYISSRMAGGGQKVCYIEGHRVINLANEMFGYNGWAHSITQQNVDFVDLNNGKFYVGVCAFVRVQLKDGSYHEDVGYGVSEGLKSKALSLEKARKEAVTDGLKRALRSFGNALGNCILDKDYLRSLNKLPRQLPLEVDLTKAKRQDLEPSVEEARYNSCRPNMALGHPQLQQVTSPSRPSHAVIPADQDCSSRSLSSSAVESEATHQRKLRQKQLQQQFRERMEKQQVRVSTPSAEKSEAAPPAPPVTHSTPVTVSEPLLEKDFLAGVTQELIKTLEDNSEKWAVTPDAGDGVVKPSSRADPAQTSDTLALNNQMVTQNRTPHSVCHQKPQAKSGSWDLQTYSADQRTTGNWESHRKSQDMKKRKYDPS
ARNT TACC3 PPI = ARNT/TACC3 interaction disruption. Q9Y6A5. AlphaScreen His-ARNT PAS-B/GST-TACC3 binding, luminescence; TACC3 fragment carries E629A point mutation. inhibition, % at 9.99 µM. 0.66% of 390,000 active. AID 623870;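 active = mean inhibition of replicates at least 50% and at least half of replicates each reaching 50%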;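 also: 0% = complete ARNT plus TACC3 wells and 100% = ARNT alone without TACC3; many hits fall short of the cut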
ERAP1 HTS inh = inhibitors of human ERAP1 aminopeptidase; inhibition, % at 10.7 µM; Q9NZ08; AID 652197; 0.15% of 340,000 active; recombinant ERAP1, Leu-AMC fluorescence, 60 min;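 active = mean replicate inhibition of at least 30%, or all replicates individually reaching that 30% level; inactive = mean below 30% and not every replicate reaching it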;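 also: 0% = neutral control wells and 100% = L-leucinethiol positive control wells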
Starred values were filed as active, the others as inactive; / = no result given.

SMILES	XiGFP reactiv	INS-1E GSIS act	esBAF inh	F508del corr	RAD54 branch	RAD52 inh	ARNT TACC3 PPI	ERAP1 HTS inh
CC1C(=O)N2CCCc3cc(NC(=O)C(=O)NCCc4ccc(F)cc4)cc1c32 (stereo not given)	0.0	16	/	-1.4	-3	-15	-5	0
COc1cccc(-c2ccc3c(c2)[C@H]2[C@H](CCN2C(=O)c2cnccn2)[C@H](CO)N3)c1	0.0	4	11	1.5	-1	-29	2	-1
CCCNc1ccc(S(=O)(=O)N(C(C)C)C(C)C)cn1	0.4	10	-6	/	23	/	-16	/
CCCN(CCC)Cc1cc(=O)oc2cc(OC)c(Cl)cc12	-0.1	1	1	4.8	6	-53	/	11
COC(=O)[C@@]1(CCS(=O)(=O)c2ccccc2)COC(c2ccc(OCCCO)cc2)=N1	/	/	/	0.3	-8	1	-5	3
Cc1noc(C)c1C(=O)OCC(=O)Nc1ncc(Cl)c(C)c1Cl	0.1	/	-5	1.7	9	-37	4	3
Cc1ccc(N2CC(c3nc4ccccc4[nH]3)CC2=O)c(C)c1 (stereo not given)	0.2	/	-2	4.0	-5	-1	-4	-1
COc1ccc(CNC(=O)C(c2cccc(C)c2)N(C(=O)c2csnn2)C2CC2)cc1 (stereo not given)	0.0	-1	-1	1.0	3	-25	1	0
C[C@H]1CN([C@@H](C)CO)S(=O)(=O)c2ccc(C#Cc3ccccc3F)cc2O[C@H]1CN(C)C	-1.1	1	1	-1.7	3	7	2	1
Cc1csc(=O)n1CC(=O)OCC(=O)NNC(=O)c1ccc(Cl)cc1	0.0	-2	1	-0.4	8	-14	-8	-4
COc1ccc(NC(=O)C2CCCN2C(=O)OCc2ccccc2)cc1 (stereo not given)	0.0	-4	-4	-0.7	0	-3	-38	-4
CCCNC(=O)N(C)C[C@H]1Oc2cc(C#Cc3ccccn3)ccc2S(=O)(=O)N([C@H](C)CO)C[C@H]1C	0.0	14	9	-0.2	5	-14	2	-1
O=C(N[C@H](Cc1ccccc1)C(=O)NCCN1CCOCC1)[C@H]1O[C@@H](n2ccc(=O)[nH]c2=O)[C@H](O)[C@@H]1O	0.5	/	/	-3.5	/	-12	/	0
CC(C)CCNC(=O)C(c1ccc(O)cc1)N(Cc1ccco1)C(=O)CCC(=O)Nc1nccs1 (stereo not given)	0.3	-3	10	1.9	4	-8	-3	1
CCc1ccc(NC(=O)CS(=O)CC(=O)N2CCN(c3ccccc3F)CC2)cc1 (stereo not given)	0.0	-7	-3	-1.5	-2	-4	8	-2

Molecules shown so far with fluorine (3):
SMILES	XiGFP reactiv	INS-1E GSIS act	esBAF inh	F508del corr	RAD54 branch	RAD52 inh	ARNT TACC3 PPI	ERAP1 HTS inh
CC1C(=O)N2CCCc3cc(NC(=O)C(=O)NCCc4ccc(F)cc4)cc1c32 (stereo not given)	0.0	16	/	-1.4	-3	-15	-5	0
C[C@H]1CN([C@@H](C)CO)S(=O)(=O)c2ccc(C#Cc3ccccc3F)cc2O[C@H]1CN(C)C	-1.1	1	1	-1.7	3	7	2	1
CCc1ccc(NC(=O)CS(=O)CC(=O)N2CCN(c3ccccc3F)CC2)cc1 (stereo not given)	0.0	-7	-3	-1.5	-2	-4	8	-2

(list continues)
SMILES	XiGFP reactiv	INS-1E GSIS act	esBAF inh	F508del corr	RAD54 branch	RAD52 inh	ARNT TACC3 PPI	ERAP1 HTS inh
Cc1c(Cl)ccc(S(=O)(=O)Nc2cccnc2)c1Cl	0.1	-7	2	2.4	3	0	-7	-2
O=C(CSc1ncccc1C(=O)O)c1cccc(C(F)(F)F)c1	0.0	-5	18	1.0	-7	-14	-8	2
O=C(Nc1ccccc1N1CCCC1)C1CC(=O)N(Cc2ccccc2)C1 (stereo not given)	0.2	-11	-10	3.2	1	14	-7	0
COc1ccc(/C=N/NC(=O)c2cccc([N+](=O)[O-])c2)cc1OC	0.2	3	/	-0.1	/	-12	2	-1
C=CCn1c(=N)n(CC(=O)c2ccc(Br)s2)c2ccccc21	-0.1	1	-6	2.0	0	-8	-4	0
CC(C)NC(=O)N(C)C[C@@H]1Oc2ccc(NC(=O)Nc3ccc(C(F)(F)F)cc3)cc2C(=O)N([C@@H](C)CO)C[C@@H]1C	-1.1	-3	-1	0.7	0	-11	0	2
COc1ccccc1C(=O)N1C[C@@H]2[C@H](c3ccccc31)[C@H](CO)N2C(=O)Nc1ccccc1	0.0	7	-5	-3.9	-11	-3	2	4
C[C@H](O)C#Cc1ccc([C@H]2[C@@H](CO)N3CCCCN(S(=O)(=O)Cc4ccccc4)C[C@H]23)cc1	0.4	-5	0	-0.6	4	-1	-3	3
C/C(Cn1nc([N+](=O)[O-])cc1C)=N\NC(=O)COc1ccccc1[N+](=O)[O-]	0.2	-2	/	0.8	/	-8	-4	-2
CN(CC(=O)Nc1cccc(F)c1)C(=O)/C=C/c1ccc2ccccc2n1	-0.2	6	1	0.0	0	-26	-2	-3
COc1cc2cc(C(=O)N/N=C/c3ccccc3Cl)[nH]c2cc1OC	0.2	-17	2	1.5	-2	-3	-48	3
CC12CCC(C/C1=N\N=C1\NC(=O)/C(=C\c3ccc(Cl)cc3)S1)C2(C)C (stereo not given)	0.0	/	/	/	/	0	8	3
Cn1cnc2c(oc3ccccc32)c1=O	0.0	/	-3	-0.5	-3	-6	-1	1
CCOc1ccccc1Nc1ncnc2c1cnn2-c1ccccc1	0.0	/	4	2.4	3	2	3	1
N=c1oc2ccc(Br)cc2cc1C(=O)NCc1ccccc1	0.3	-9	/	0.1	-6	-8	5	5

Copied from the list:
Result of `CC12CCC(C/C1=N\N=C1\NC(=O)/C(=C\c3ccc(Cl)cc3)S1)C2(C)C` (stereo not given) under ARNT TACC3 PPI: 8
Result of `COc1ccc(/C=N/NC(=O)c2cccc([N+](=O)[O-])c2)cc1OC` under ERAP1 HTS inh: -1

Further results follow:
SMILES	XiGFP reactiv	INS-1E GSIS act	esBAF inh	F508del corr	RAD54 branch	RAD52 inh	ARNT TACC3 PPI	ERAP1 HTS inh
CC1=CC2=NC(=O)/C(=C\c3cc(C)n(-c4ccccc4F)c3C)C(=N)N2O1	0.1	-26	/	2.5	-8	-25	2	5
N/C(=N\NC(=O)Nc1ccccc1)c1ccccn1	-0.1	8	/	0.6	-1	-12	/	4
Cc1ccccc1CSc1nc(C(C)(C)C)cc(=O)[nH]1	0.2	4	/	-0.8	/	-10	/	1
CNC[C@H]1Oc2ccc(NS(=O)(=O)c3ccccc3)cc2C(=O)N([C@H](C)CO)C[C@H]1C	-1.0	29	-3	-2.8	-19	7	-4	2
CCCNC(=O)C[C@H]1C[C@@H]2c3cc(NC(=O)C4CCOCC4)ccc3O[C@@H]2[C@@H](CO)O1	0.2	-1	-1	-0.2	3	-5	-14	1
O=C(Nc1nnc(S(=O)(=O)N2CCOCC2)s1)c1cccc(Br)c1	0.0	-7	18	-0.4	8	-19	-1	-1
COc1ccc(OCCC(=O)NCC23CC4CC(CC(C4)C2)C3)cc1	0.0	-13	0	-0.7	-12	-12	5	-2
Cc1cc2nc(CSc3ccccc3)cc(=O)n2[nH]1	0.0	-5	/	0.8	/	-14	/	2
COc1ccc(OC)c(-n2c(CNC3CCN(Cc4ccccc4)CC3)nc3ccccc3c2=O)c1	/	1	-3	/	4	/	9	/
CCCc1cn(CC[C@@H]2CC[C@H](NC(=O)C3CC3)[C@H](CO)O2)nn1	0.1	2	-1	0.8	-3	15	-6	1
CO[C@@H]1CN(C)C(=O)c2ccc(NC(=O)NC3CCCCC3)cc2OC[C@@H](C)N(CC2CC2)C[C@H]1C	0.2	-6	-3	-1.7	1	5	-17	-3
COc1cnc(-c2ccccc2)nc1OC	0.0	8	/	0.3	/	-9	-4	2
COCC#Cc1cnc2c(c1)C(=O)N([C@H](C)CO)C[C@@H](C)[C@@H](CN(C)C(=O)C1CC1)O2	0.5	0	/	-0.9	1	-11	-5	-6
CCOc1ccccc1NC(=O)NC(=O)N(C)S(C)(=O)=O	0.0	21	-5	-3.4	2	1	3	-3
Cc1ccc(C)c(Oc2cc(NN3CCCCC3)c([N+](=O)[O-])cc2[N+](=O)[O-])c1	0.0	11	8	-1.9	-1	-7	-11	0

Ordered by value in INS-1E GSIS act (ascending): some entries from above.
SMILES,INS-1E GSIS act,esBAF inh,F508del corr,RAD52 inh,ARNT TACC3 PPI,ERAP1 HTS inh
Cc1ccccc1CSc1nc(C(C)(C)C)cc(=O)[nH]1,4,/,-0.8,-10,/,1
COc1cnc(-c2ccccc2)nc1OC,8,/,0.3,-9,-4,2
Cc1ccc(C)c(Oc2cc(NN3CCCCC3)c([N+](=O)[O-])cc2[N+](=O)[O-])c1,11,8,-1.9,-7,-11,0
CNC[C@H]1Oc2ccc(NS(=O)(=O)c3ccccc3)cc2C(=O)N([C@H](C)CO)C[C@H]1C,29,-3,-2.8,7,-4,2

Next results follow.
SMILES	XiGFP reactiv	INS-1E GSIS act	esBAF inh	F508del corr	RAD54 branch	RAD52 inh	ARNT TACC3 PPI	ERAP1 HTS inh
CNC(=O)C[C@H]1CC[C@@H]2[C@H](COc3ccc(NC(=O)Nc4ccccc4F)cc3C(=O)N2C)O1	0.2	5	4	1.2	5	28	-6	-1
CC1=C(C(=O)OC(C)(C)C)C(c2ccco2)C(C#N)=C(N)O1 (stereo not given)	/	8	5	0.3	8	-12	0	0
O=C(NCc1nc2ccccc2[nH]1)C1=C[C@H](c2ccc(Br)cc2)C[C@H](OCc2ccc(CO)cc2)O1	0.1	-28	-5	1.0	-4	-68	-4	-1
O=C(/C=C/c1ccccc1)Oc1ccc(C(=S)N2CCOCC2)cc1	0.0	6	/	4.8	/	1	15	-12
CC1(C(=O)NCc2cccs2)Cc2c(-c3ccccc3)ccnc2O1 (stereo not given)	0.0	-1	-18	-1.9	17	-3	/	6
O=C(NCC1CCCO1)c1c(O)c2cccc3c2n(c1=O)CCC3 (stereo not given)	/	23	-1	/	1	/	-2	/
Cc1cccc(C)c1NC(=O)CN(C)C(C)C(=O)NCC(=O)Nc1ccc(F)c(F)c1F (stereo not given)	0.0	-28	1	-0.4	-1	-6	-10	1
C[C@H]1CN([C@@H](C)CO)C(=O)c2cc(NC(=O)Nc3ccc(F)cc3)ccc2O[C@H]1CN(C)C(=O)Nc1ccc(C(F)(F)F)cc1	-1.1	4	-1	-2.5	/	/	/	/
CO[C@H]1CN(C)C(=O)c2ccc(NS(=O)(=O)CC(F)(F)F)cc2OC[C@H](C)N(C(=O)NC(C)C)C[C@@H]1C	-0.2	-6	-6	-2.2	/	/	/	/
COc1ccc(NC(=O)Nc2ccc3c(c2)[C@@H]2C[C@@H](CC(=O)N[C@@H](C)c4ccccc4)O[C@@H](CO)[C@@H]2O3)cc1	0.3	-10	1	0.7	-6	-6	10	0
